# Screening data as filed in PubChem BioAssay.
# TCR CD3 inh: inhibitors of human TCR-CD3 interaction | inhibition, % at 9.4 µM | AID 651800 | actives 0.37% (n = 360,000) | TAMRA-labeled TCR probe fluorescence, biochemical; in the data active = inhibition above about 19%;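 also: recombinant mutant TCR 2C K166C tagged with TAMRA read by polarization; 0% = receptor in buffer alone and 100% = receptor with positive control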
# TDP2 absorb: TDP2 (human) inhibition, absorbance primary screen. O95551. recombinant TDP2, T5PNP hydrolysis, p-nitrophenol absorbance 415 nm. inhibition, % at 12.8 µM. actives 0.34% (n = 370,000). AID 720702;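 active = inhibition above the mean of all tested compounds plus 3 SD, set per campaign, cut at about 25% in these data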;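 also: 0% = DMSO with enzyme and 100% = buffer with substrate but no TDP2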
#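 Assay system: recombinant human TDP2 / Reagent: T5PNP substrate at 5 mM, a TopII-DNA adduct mimic / Measured by: epi absorbance from released p-nitrophenol / Evaluation: % inhibition relative to enzyme-containing and enzyme-free wells / Control set: enzyme-free and DMSO wells / Replicates: each compound tested once, singlicate / Schedule: enzyme reaction with compound for 2 h at 37 °C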
# SIAE primary: inhibitors of human sialic acid acetylesterase SIAE. Q9HAT2. SIAE FP-Rh probe binding, fluorescence polarization. inhibition, % at 9.66 µM. actives 0.69% (n = 370,000);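 active = inhibition above a cutoff: mean of compounds within the control limits plus 3 SD of those, cut at about 17% in these data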;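 also: 0% = plate median of compound wells and 100% = probe without SIAE protein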
# Tn7 DDE FP: DD(E)-Tn7 binding inhibition, primary FP screen | P02675 | FP displacement of FITC-Tn7 peptide from fibrin DD(E); 0% = median of compound wells per plate | inhibition, % at 8.3 µM | actives 0.13% (n = 370,000) | AID 720508;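 active = inhibition above the mean of compounds falling within the control limits plus 3 SD of them, cut at about 14% in these data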;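 also: 0% = plate median of compound wells and 100% = 10 µM Aha-Tn7 peptide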
#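 Assay system: Fibrin-DD(E) protein isolated from polymerized human fibrin clots; read-out basis: percent inhibition; medium: Tris/NaCl/CaCl2 buffer, pH 7.8; signal: FP measurement; incubation: 10 min plus 3 h, room temperature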
# PRMT1 inh: PRMT1 (human) inhibition, primary screen | Q99873 | recombinant PRMT1, activity-based probe fluorescence polarization | inhibition, % at 2.79 µM | actives 1.3% (n = 370,000) | AID 652257;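 active = inhibition above about 21% made by adding two undisclosed values, limit read from the data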
# UHRF1 MBD2 ctr: UHRF1 methyl-DNA binding inhibition | Q96T88 | UHRF1 binding to methylated oligo, TR-FRET | inhibition, % at 4.4 µM | actives 0.75% (n = 370,000) | AID 687016; in the data active = inhibition above about 21%;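 also: UHRF1 SRA domain binding a hemimethylated CpG hairpin DNA probe; 0% = median of test compound wells and 100% = reference inhibitor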
# Target sequence (Q96T88 whole entry, looked up, the tested form may be a part): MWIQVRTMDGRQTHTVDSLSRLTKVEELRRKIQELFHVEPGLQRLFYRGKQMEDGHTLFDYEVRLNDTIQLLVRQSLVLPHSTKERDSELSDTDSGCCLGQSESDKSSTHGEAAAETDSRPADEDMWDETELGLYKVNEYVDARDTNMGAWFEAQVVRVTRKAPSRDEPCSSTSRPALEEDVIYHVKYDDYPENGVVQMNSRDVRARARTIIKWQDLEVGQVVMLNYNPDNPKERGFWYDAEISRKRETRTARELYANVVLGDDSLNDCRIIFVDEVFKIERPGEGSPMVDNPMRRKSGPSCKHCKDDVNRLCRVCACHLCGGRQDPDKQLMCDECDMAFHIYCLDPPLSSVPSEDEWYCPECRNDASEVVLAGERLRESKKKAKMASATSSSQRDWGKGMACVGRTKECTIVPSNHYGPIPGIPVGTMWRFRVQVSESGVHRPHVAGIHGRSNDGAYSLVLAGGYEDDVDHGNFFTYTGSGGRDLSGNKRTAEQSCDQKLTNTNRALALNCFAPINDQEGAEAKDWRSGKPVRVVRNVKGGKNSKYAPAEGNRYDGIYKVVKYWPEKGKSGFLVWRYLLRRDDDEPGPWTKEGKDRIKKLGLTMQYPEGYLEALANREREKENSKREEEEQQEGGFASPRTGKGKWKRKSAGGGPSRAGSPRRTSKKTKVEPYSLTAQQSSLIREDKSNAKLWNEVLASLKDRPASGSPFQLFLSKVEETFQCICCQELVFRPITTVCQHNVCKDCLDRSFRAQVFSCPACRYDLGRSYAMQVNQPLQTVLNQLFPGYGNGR
# MBD2 inh: inhibitors of human MBD2 binding to methylated oligonucleotide. TR-FRET. inhibition, % at 4.4 µM. actives 0.31% (n = 370,000); in the data active = inhibition above about 13%
# proKLK7 act: activates the human kallikrein-7 zymogen; purified proKLK7, EDANS-DABCYL substrate fluorescence; 100% is mature enzyme control, 0% vehicle; actives 0.9% (n = 370,000); activation, % at 7 µM; P49862; AID 652039;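 active = activation above the mean of all tested compounds plus 3 SD, computed per campaign excluding outliers beyond control limits, cut at about 13% in these data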
# Target sequence (P49862 whole entry, looked up): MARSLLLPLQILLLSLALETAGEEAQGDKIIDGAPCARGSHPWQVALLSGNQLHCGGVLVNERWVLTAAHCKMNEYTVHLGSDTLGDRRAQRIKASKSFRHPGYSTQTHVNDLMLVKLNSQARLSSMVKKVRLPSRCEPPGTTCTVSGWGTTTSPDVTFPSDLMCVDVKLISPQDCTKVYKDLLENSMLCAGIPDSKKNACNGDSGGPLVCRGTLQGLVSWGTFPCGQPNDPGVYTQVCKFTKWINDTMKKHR
# LEDGF integ inh: blocks HIV-1 LEDGF/p75-dependent DNA integration. AID 743269. inhibition, % at 3.7 µM. TR-FRET IN-LEDGF/p75 DNA integration, Eu/Cy5. actives 0.64% (n = 370,000);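 active = inhibition above the screen-wide mean plus 3 SD, cut at about 13% in these data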;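 also: signal is the Cy5 over europium emission ratio at 671 and 618 nm; 0% = plate median of compound wells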
# Tn6 DDE FP: DD(E)-Tn6 binding inhibition, primary FP screen; P02675; Fibrin DD(E) TRITC-Tn6 fluorescence polarization displacement; inhibition, % at 8.3 µM; actives 0.21% (n = 370,000); AID 720509;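 active = inhibition above a per-campaign cutoff: mean of compounds within control limits plus 3 SD, cut at about 15% in these data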;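 also: 0% = median of all compound wells on the plate and 100% = blocking peptide control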
# * marks the source's active call; other numbers are inactive results; . = not tested or not shown.
SMILES,TCR CD3 inh,TDP2 absorb,SIAE primary,Tn7 DDE FP,PRMT1 inh,UHRF1 MBD2 ctr,MBD2 inh,proKLK7 act,LEDGF integ inh,Tn6 DDE FP
CC1CCc2[nH]c3ccc(C(=O)N4CCCC(C(F)(F)F)C4)cc3c2C1 (configuration not stated),-3,-19,13,-12,1,3,8,3.9,-3,-6
Cc1cccc(C)c1NC(=O)CSCc1cccc(CSCC(=O)Nc2c(C)cccc2C)n1,5,2,-7,3,0,0,-1,-0.2,1,0
CC1(C(=O)NS(=O)(=O)c2cccc(F)c2)CCN1C(=O)c1ccccc1 (configuration not stated),-5,1,7,1,1,2,7,-0.2,1,-4
Cn1c(=O)c2c(nc(CN3CCC(C(N)=O)CC3)n2Cc2c(Cl)cccc2Cl)n(C)c1=O,1,-4,8,5,3,2,6,-0.7,4,-2
CCC(C)N=CC1=C(O)CC(c2ccccc2)CC1=O (configuration not stated),5,-11,0,-4,1,-1,-4,-0.6,1,2
CN(C)c1ccc(/C=N/NC(=S)NCc2ccccc2)cc1,5,-2,8,6,5,-2,0,-12,-5,-13
CC(=O)N1CCCC(C)(C(=O)N(C)Cc2cccc3ccccc23)C1 (configuration not stated),3,-3,-4,-11,-4,0,0,0.1,6,1
COC(=O)C1=C(C(=O)c2ccc(C)cc2)C(c2ccccc2)n2nnnc2N1 (configuration not stated),-1,-1,0,-1,-6,-2,0,-0.2,-1,1
COc1cc2c(cc1OC)C(COc1ccc3c(C)cc(=O)oc3c1)N(C(=O)c1ccco1)CC2 (configuration not stated),5,3,-18,3,-2,1,1,-0.6,0,4
COc1ccc(OC)c(NC(=O)CC2SC(=NCc3ccccc3)NC2=O)c1 (configuration not stated),3,-4,2,0,0,-1,0,0.3,-4,-2
CN(C(=O)c1ccc(NC(=O)Cc2cccc(NC(=O)C3CCN(C(=O)C4CCCCC4)CC3)c2)cc1)C1CC1,4,0,-3,-3,6,4,4,0.5,-2,-5
COc1ccc(C2=Nn3c(nnc3-c3ccccc3F)SC2)cc1OCC1CC1,7,10,-10,2,3,-1,-4,-0.3,0,-1

# Single records, from the list above. Order of screens: TCR CD3 inh | TDP2 absorb | SIAE primary | Tn7 DDE FP | PRMT1 inh | UHRF1 MBD2 ctr | MBD2 inh | proKLK7 act | LEDGF integ inh | Tn6 DDE FP
# `CCC(C)N=CC1=C(O)CC(c2ccccc2)CC1=O` (configuration not stated) across the screens: 5 | -11 | 0 | -4 | 1 | -1 | -4 | -0.6 | 1 | 2
# `Cn1c(=O)c2c(nc(CN3CCC(C(N)=O)CC3)n2Cc2c(Cl)cccc2Cl)n(C)c1=O` across the screens: 1 | -4 | 8 | 5 | 3 | 2 | 6 | -0.7 | 4 | -2
# `COc1cc2c(cc1OC)C(COc1ccc3c(C)cc(=O)oc3c1)N(C(=O)c1ccco1)CC2` (configuration not stated) across the screens: 5 | 3 | -18 | 3 | -2 | 1 | 1 | -0.6 | 0 | 4
# `CC1(C(=O)NS(=O)(=O)c2cccc(F)c2)CCN1C(=O)c1ccccc1` (configuration not stated) across the screens: -5 | 1 | 7 | 1 | 1 | 2 | 7 | -0.2 | 1 | -4

# (continued)
SMILES,TCR CD3 inh,TDP2 absorb,SIAE primary,Tn7 DDE FP,PRMT1 inh,UHRF1 MBD2 ctr,MBD2 inh,proKLK7 act,LEDGF integ inh,Tn6 DDE FP
Cc1cc(Br)ccc1SCC(=O)OCC(=O)NCc1ccc2c(c1)OCO2,8,-5,-8,1,2,0,0,-0.5,-2,-9
COc1cccc(NC(=O)n2ccc3ccc(-c4ccc5ccn(C(=O)Nc6cccc(OC)c6)c5c4)cc32)c1,.,7,-10,1,4,-1,-4,-6.6,-2,2
CCN(CC)C(=O)CN1C(=O)c2cccc3cccc1c23,0,-15,-1,0,-2,-1,0,7.7,-5,3
Cc1ccc([C@H]2C(C(=O)O)=CC[C@@H](c3ccc(C(C)C)cc3)N2S(=O)(=O)c2ccc(C)cc2)cc1,3,-4,-5,-1,0,-2,-2,-0.1,7,-13
CCc1ccc(CNC(=O)CCn2ccc3cc(S(=O)(=O)N4CCCC4)ccc32)cc1,2,5,0,1,0,-3,2,0.0,4,11
CCC1COCCS(=O)(=O)N1Cc1ccc(F)cc1 (configuration not stated),4,6,5,-1,-3,-2,-2,0.3,0,12
CSc1ccc(Cl)c(C(=O)OCC(=O)N2CCN(C(=O)c3ccco3)CC2)c1,6,1,-6,12,-3,-1,-5,-0.2,3,4
CC(C)Nc1nnc(SCc2cc(=O)n3ccsc3n2)s1,-8,6,-3,6,0,-1,3,0.2,3,6
O=C1N=C(c2ccccc2)S/C1=C\c1cccs1,0,9,8,5,21*,-12,-1,2.0,-8,7
CCCS(=O)(=O)N1CCCC(C(=O)Oc2ccc(OC)cc2)C1 (configuration not stated),6,-4,4,-7,-2,-2,2,1.2,5,-9
O=C1CCCC(=O)N1c1ccc(F)cc1,-5,15,0,-7,-10,-1,-1,-1.1,-1,-1
CC1=NN(C(N)=S)C(=O)C1N=Nc1ccc(C)c(Br)c1 (configuration not stated),4,15,-1,9,2,-12,0,-0.1,-1,-4
COc1ccc(-c2cc3c(=O)n(CC(=O)NCc4cccnc4)ncn3n2)cc1,7,-7,-3,-6,-2,-1,-1,1.2,4,0
Cc1onc(-c2ccccc2)c1C(=O)N1CC(C)OC(C)C1 (configuration not stated),9,11,5,4,0,0,1,-1.0,1,9
CCCNC(=O)C1(C)CCCN(Cc2cccn2C)C1 (configuration not stated),4,-7,2,7,2,-1,-5,0.1,0,-4
COc1ccc(/C=C/C(=O)OCC(=O)N2c3ccccc3CC2C)c(OC)c1 (configuration not stated),5,-7,-1,2,-7,-1,0,-0.3,6,-2
CCCCCCNC(=O)CC(c1ccccc1)c1cc(Br)ccc1O (configuration not stated),3,-20,-40,-1,-1,1,-5,0.0,4,-16
CCOC(=O)c1c(C)[nH]c(C(=O)COC(=O)C2CC2C)c1C (configuration not stated),7,2,-1,-2,-2,0,1,-0.1,2,3
COCCN1C(=O)COc2ccccc2C1C(=O)NC1CCCC1 (configuration not stated),-3,-7,4,-3,-6,3,-1,-0.1,-1,-2
C=CCNc1sc(C(=O)C(C)(C)C)c(N)c1C#N,0,-1,7,2,-4,-2,-3,0.0,2,4
Cc1cc(NC(=O)CSc2ccccn2)cc(NC(=O)CSc2ccccn2)c1,-2,-12,-2,1,-4,8,3,0.5,0,-5
Cc1cc(Cl)ccc1OCC(=O)OCC(=O)c1c(N)n(C)c(=O)n(C)c1=O,2,0,-10,-7,-1,0,0,0.0,6,-2
CCOC(=O)C1=C(CSc2nccn2C)NC(=O)NC1c1ccc2c(c1)OCO2 (configuration not stated),6,-11,2,7,1,0,-1,0.3,-3,-2
CCc1nn(C(C)C(=O)NC2CCCCCC2)c(=O)c2cc3occc3n12 (configuration not stated),1,7,2,3,-1,0,5,-0.1,-1,-3
CCCN1CCc2[nH]c(=S)[nH]c(=O)c2C1,-12,1,3,5,1,5,0,0.0,-3,1
Cc1noc(/C=C/N(C)C)c1S(=O)(=O)N1CCCC(C(=O)NCCC2=CCCCC2)C1 (configuration not stated),3,-5,-2,11,-3,-2,4,1.1,5,6
COC(CNC(=O)Cc1c(C)nc2c(-c3ccccc3)c(C)nn2c1C)OC,2,8,-1,1,-4,-1,0,-0.1,3,5
Cc1nnc(SCC(=O)Nc2sc3c(c2C(N)=O)CCC(C)C3)[nH]c1=O (configuration not stated),3,8,-8,1,26*,6,-4,0.2,2,0
Cc1ccc(SCC(=O)NNC(=O)CCS(=O)(=O)c2ccc(C)cc2)cc1,-3,8,2,5,1,2,1,-0.4,-3,2
COc1ccccc1CNC(=O)Cn1nc(C(F)(F)F)cc1C,6,4,-8,2,2,0,-1,1.1,5,12
Cc1nnc(SCC(=O)c2cc(C)n(-c3c(C)n(C)n(-c4ccccc4)c3=O)c2C)s1,-3,-3,0,-2,1,-2,4,0.0,0,3
Cc1ccsc1C(=O)NC1CCCN(Cc2ccc(Cl)cc2)C1 (configuration not stated),-7,0,6,-1,-1,-1,5,-0.3,1,-2
COc1ccc(OC)c(S(=O)(=O)N2CCCC(C)C2)c1 (configuration not stated),0,-9,-4,-1,0,3,-1,-0.2,3,-1
Cc1ccc(SCCC(=O)Nc2cc(C)on2)cc1,3,-15,-5,4,-1,-3,-8,-0.2,-6,-5
O=C(NCCCNC(=O)c1ccco1)c1ccc(F)cc1,-5,-7,4,4,3,3,5,-0.2,-1,-6
COC(C(=O)N1CCC(n2nccc2NC(=O)C2CC2)CC1)c1ccccc1 (configuration not stated),7,15,10,-3,-4,1,0,-0.3,3,6
COc1cc(Cl)c(CNC[C@H]2O[C@@H](n3cnc(C(N)=O)n3)[C@H](O)[C@@H]2O)c(Cl)c1O,6,2,3,-4,-3,-3,-4,0.1,1,-2
O=C(Nc1cccc(C(=O)N2CCOCC2)c1)NC1CCCCC1,5,9,-4,3,-2,0,0,-0.7,0,14
O=C(O)c1cccc(Cn2c(Cl)c(/C=N/NC(=O)c3ccccc3O)sc2=O)c1,14,3,0,0,3,-2,1,0.2,-3,3
COCCn1c(SCC(=O)N2CCOCC2)nnc1-c1ccco1,-7,-5,-4,9,5,5,8,-0.2,-4,-7
COc1cc2c(cc1O)CCN(C(=O)c1ccco1)C2C (configuration not stated),-1,-1,2,2,-4,2,1,-0.5,0,4
Cc1ccccc1N(CC(=O)NC1CCCC1)C(=O)C1(C)CC(=O)N=C2C=CC(Cl)=CN21 (configuration not stated),-3,19,-2,-4,-3,0,-4,16*,-1,3
Cn1c(N)c(C(=O)COC(=O)CNC(=O)c2ccccc2F)c(=O)n(C)c1=O,-4,-14,1,-2,5,2,-1,-0.2,1,-2
O=C(O)c1ccccc1N(Cc1ccccc1)C(=O)COc1ccccc1,3,12,0,-7,0,2,6,0.5,-2,-1
Cc1ccc(CN2CCN(Cc3cccn3-c3nccs3)CC2CCO)cc1 (configuration not stated),-1,14,0,3,-4,1,-1,0.5,-2,4
Cc1ccc(C)c(S(=O)(=O)Nc2ccc3sc(C)nc3c2)c1,5,-3,-5,-1,12,0,-1,-1.0,0,1
CCCC1C2C(=O)N(c3ccccc3)C(=O)C2ON1c1ccccc1 (configuration not stated),-6,12,2,6,-2,-3,2,-1.0,4,-3
CC(C)(COC(=O)c1ccccc1)N1CC2CCC(C1)O2,-4,-5,2,-3,1,1,1,0.9,-4,-1
Cc1[nH]nc(-c2ccc(OCc3cnn(-c4ccccc4)c3)cc2O)c1Oc1ccc(F)cc1,4,0,3,-2,-1,0,-5,-1.0,-3,-9
COc1ccccc1NC(=O)N1CCCC(CNC(=O)c2ccccc2Cl)C1 (configuration not stated),-4,-10,-1,2,4,3,-4,-0.6,-2,3
O=C(CSc1nnc(Nc2ccccc2F)s1)NC1CCS(=O)(=O)C1 (configuration not stated),-3,4,0,-3,-2,-1,2,0.7,7,3
Cc1ccc(CNC(=O)C2CC(=O)OC23CCCC3)c(C)c1 (configuration not stated),13,-4,-1,-2,3,0,1,0.1,0,-1
